DT40 TDP1 CPT – qHTS for Inhibitors of human tyrosyl-DNA phosphodiesterase 1 (TDP1): qHTS in cells in presence of CPT; Potency, µM (series often up to 46.2 µM), without a hit: at the highest dose activity change, negative = growth inhibition, hits mostly inhibitors; AID 686979, 2013; chicken DT40 Tdp1-/-;hTDP1 cells + 20 nM CPT, ATP luminescence, 48 h; 420,000 tested, 12% active; also: nearly all actives have a fitted effect of over 55% in size
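Chicken DT40 Tdp1-/- cells complemented with human TDP1, 400 cells/well, exposed to compounds plus 20 nM camptothecin for at least 48 h at 37 C; viability read as ATP content by CellTiter-Glo luminescence.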
TDP1 block – qHTS Assay for Inhibitors of Tyrosyl-DNA Phosphodiesterase (TDP1); Tyrosyl-DNA phosphodiesterase 1 (Homo sapiens), Q9NUW8; recombinant TDP1, AlphaScreen DNA substrate cleavage; Potency, µM (titrated, usually from 130 µM), for inactives: at the highest dose activity change, negative = inhibition, actives largely listed as inhibitors; 350,000 tested, 0.28% active; also: nearly all actives have a fitted effect of over 40% in size
Target sequence (Q9NUW8 whole entry, looked up): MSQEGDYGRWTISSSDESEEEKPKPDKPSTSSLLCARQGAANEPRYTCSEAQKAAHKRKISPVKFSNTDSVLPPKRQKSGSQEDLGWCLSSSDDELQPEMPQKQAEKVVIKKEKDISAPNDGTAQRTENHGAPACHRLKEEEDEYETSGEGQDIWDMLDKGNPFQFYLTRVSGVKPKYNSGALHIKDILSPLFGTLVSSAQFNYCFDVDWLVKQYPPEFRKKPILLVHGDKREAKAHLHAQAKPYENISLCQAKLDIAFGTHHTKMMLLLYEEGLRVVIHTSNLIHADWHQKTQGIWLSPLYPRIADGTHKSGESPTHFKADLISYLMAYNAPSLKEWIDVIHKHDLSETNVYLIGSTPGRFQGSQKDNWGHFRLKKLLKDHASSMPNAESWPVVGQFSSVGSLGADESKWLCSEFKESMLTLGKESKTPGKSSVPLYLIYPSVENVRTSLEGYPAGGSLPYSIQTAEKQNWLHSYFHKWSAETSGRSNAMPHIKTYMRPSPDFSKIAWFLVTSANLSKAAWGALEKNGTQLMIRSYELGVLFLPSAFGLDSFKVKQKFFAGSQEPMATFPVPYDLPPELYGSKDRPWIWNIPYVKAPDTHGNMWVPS
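Tdp1 1 nM final; 15 min RT w/ cpd; substrate 15 nM, 5 min; beads 10 ug/ml, 10 min; AlphaScreen read. Neg ctrl: no enzyme.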
DT40 TDP1 no CPT – qHTS for Inhibitors of human tyrosyl-DNA phosphodiesterase 1 (TDP1): qHTS in cells in absence of CPT. Potency, µM (top dose mostly 46.2 µM), for inactives: top-dose activity change, negative = growth inhibition, most hits filed as inhibitors. 420,000 tested, 15% active. DT40 Tdp1-/- hTDP1 cells, no CPT, ATP luminescence, 48 h. AID 686978, 2013; also: nearly all actives have a fitted effect of over 55% in size
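Chicken DT40 Tdp1-/- cells complemented with human TDP1, screened without camptothecin (DMSO vehicle only), 400 cells/well. Compounds pin-transferred, cells incubated at 37 °C for at least 48 hr. Growth read as ATP-dependent luminescence (CellTiter-Glo, 30 min at RT).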
* marks the source's active call; other numbers are inactive results; [ ] = remark or other dose. Calls follow the shape of the dose curve; as a rule, active = well fitted curve in the direction sought with a large enough effect; inconclusive = small, poorly fitted or top-dose-only effect, or another doubt; inactive = no such curve, though single readings can be large; an effect the other way counts as inactive or inconclusive. % is scaled to controls: 0 for no effect and ±100 for the full control effect; potency is read from the fitted curve at half-maximal effect.

How did Cn1cc(C(=O)NCc2ccccc2F)cn1 do in these assays?
DT40 TDP1 CPT: 0%; TDP1 block: 3%; DT40 TDP1 no CPT: -13%

What do the screens show for `NS(=O)(=O)c1ccc(CCNC(=O)Nc2ccc(Cl)c(Cl)c2)cc1`?
DT40 TDP1 CPT: inconclusive; TDP1 block: 2%; DT40 TDP1 no CPT: 23µM*

What do the screens show for `O=C(CN(C(=O)CNC(=O)c1ccco1)c1ccc(F)cc1)NC1CCCC1`?
DT40 TDP1 CPT: 1%; DT40 TDP1 no CPT: -4%

What do the screens show for `CCOC(=O)N1CCN(c2c(NCCc3ccc(C)cc3)c(=O)c2=O)CC1`?
DT40 TDP1 CPT: -1%; DT40 TDP1 no CPT: -3%

How did Cc1cc(SCC(=O)OCC(=O)NCc2ccc3c(c2)OCO3)c(C)cc1Br do in these assays?
DT40 TDP1 CPT: -10%; TDP1 block: -2%; DT40 TDP1 no CPT: -14%

What do the screens show for `CC(C)OCCCn1c(=O)c2ccccc2n2c(-c3ccccc3)nnc12`?
DT40 TDP1 CPT: inconclusive; TDP1 block: 17%; DT40 TDP1 no CPT: inconclusive

Results for CN1CCN(c2ccc([N+](=O)[O-])cc2C(=O)N2CCCCC2)CC1 ?
DT40 TDP1 CPT: -3%; TDP1 block: 4%; DT40 TDP1 no CPT: -25%

How did c1ccc(Cn2ncc3c(Nc4ccccc4)ncnc32)cc1 do in these assays?
DT40 TDP1 CPT: inconclusive; TDP1 block: 9%; DT40 TDP1 no CPT: -27%

Results for Cc1n[nH]c(C)c1CCc1nc2c3ccccc3nc(SCC(N)=O)n2n1 ?
DT40 TDP1 CPT: -2%; TDP1 block: 4%; DT40 TDP1 no CPT: -8%

How did O=C(Nc1cccnc1)c1cc(-c2ccccc2)on1 do in these assays?
DT40 TDP1 CPT: -21%; TDP1 block: 2%[56.1 µM]; DT40 TDP1 no CPT: -25%

Results for Nc1ccc2nc(CN3CCOCC3)[nH]c2c1 ?
DT40 TDP1 CPT: -20%; TDP1 block: 6%; DT40 TDP1 no CPT: -24%

What do the screens show for `CN(C(=O)CSc1nc(O)cc(=O)n1C1CCCC1)c1ccccc1`?
DT40 TDP1 CPT: -18%; TDP1 block: -3%; DT40 TDP1 no CPT: -42%

What do the screens show for `O=C(NCC(c1cccs1)N1CCOCC1)c1ccc(Cl)cc1` (centres undefined)?
DT40 TDP1 CPT: inconclusive; TDP1 block: -13%; DT40 TDP1 no CPT: inconclusive

How did Fc1ccc(-c2cc(C(F)(F)F)nc(NCc3cccs3)n2)cc1 do in these assays?
DT40 TDP1 CPT: -17%; TDP1 block: -8%; DT40 TDP1 no CPT: inconclusive

Results for COc1ccc(C(=S)N2CCN(c3cccc(Cl)c3)CC2)c(OC)c1 ?
DT40 TDP1 CPT: 2.6µM*; TDP1 block: 3%; DT40 TDP1 no CPT: 4.1µM*

Results for Cc1ccc(SCc2[nH]nc3c2C2(C(=O)Nc4ccc(F)cc42)C(C#N)=C(N)O3)cc1 (centres undefined) ?
DT40 TDP1 CPT: -22%; TDP1 block: 2%; DT40 TDP1 no CPT: inconclusive

How did Cc1c(C(=O)OCC(=O)Nc2ccc(N3CCOCC3)cc2)oc2ccccc12 do in these assays?
DT40 TDP1 CPT: -2%; DT40 TDP1 no CPT: -11%

How did Cc1ccc(-c2nc(-c3cccnc3)no2)c(C)c1 do in these assays?
DT40 TDP1 CPT: -27%; TDP1 block: 8%; DT40 TDP1 no CPT: inconclusive

How did COc1cccc(-n2nc3c(-n4ncc(C#N)c4N)nnc(C)c3c2C)c1 do in these assays?
DT40 TDP1 CPT: inconclusive; TDP1 block: 1%; DT40 TDP1 no CPT: -25%

How did Cn1c(SCc2nc(-c3ccccc3)no2)nnc1-c1cccs1 do in these assays?
DT40 TDP1 CPT: -22%; TDP1 block: -1%[56.1 µM]; DT40 TDP1 no CPT: 2%

How did COCC(=O)N1CCC(Oc2ccc(C(=O)NC(C)c3nccs3)cc2)CC1 (centres undefined) do in these assays?
DT40 TDP1 CPT: -2%; TDP1 block: 2%; DT40 TDP1 no CPT: -5%

How did COc1ccc(CC(=O)O)cc1O do in these assays?
DT40 TDP1 CPT: -14%; TDP1 block: 0%; DT40 TDP1 no CPT: -3%

What do the screens show for `O=[N+]([O-])c1cccc(S(=O)(=O)N2CCCCC2c2cccnc2)c1` (centres undefined)?
DT40 TDP1 CPT: 21µM*; DT40 TDP1 no CPT: inconclusive

What do the screens show for `C=C(Cl)COC(=O)[C@H]1C2C=CC(C2)C1C(=O)O` (some centres undefined)?
DT40 TDP1 CPT: 1%; TDP1 block: -7%; DT40 TDP1 no CPT: -10%

Results for COc1cc(NC(=O)Cn2cnc3c(NCc4ccccc4)ncnc32)cc(OC)c1OC ?
DT40 TDP1 CPT: 3%; TDP1 block: -3%[56.1 µM]; DT40 TDP1 no CPT: 3%

How did O=c1c(/C=N/OCc2ccc(Cl)cc2Cl)c[nH]n1-c1cccc(Cl)n1 do in these assays?
DT40 TDP1 CPT: inconclusive; TDP1 block: 11%; DT40 TDP1 no CPT: inconclusive

What do the screens show for `CCOC(=O)CCn1nc(-c2ccc(Cl)cc2)cc1N`?
DT40 TDP1 CPT: -11%; TDP1 block: 7%; DT40 TDP1 no CPT: -6%

What do the screens show for `O=C(c1ccco1)N1N=C(c2ccco2)CC1c1ccc(Cl)cc1Cl` (centres undefined)?
DT40 TDP1 CPT: inconclusive; TDP1 block: -3%[56.1 µM]; DT40 TDP1 no CPT: inconclusive

How did Oc1ccccc1/C=N/n1c2ccccc2c2ccccc21 do in these assays?
DT40 TDP1 CPT: inconclusive; TDP1 block: -2%; DT40 TDP1 no CPT: -16%

What do the screens show for `Oc1ccc(-c2nc3ccccc3nc2-c2ccccc2)cc1`?
DT40 TDP1 CPT: inconclusive; TDP1 block: 2%; DT40 TDP1 no CPT: inconclusive

What do the screens show for `O=C(CSC1CCCCC1)N1CCN(c2ccccc2)CC1`?
DT40 TDP1 CPT: -17%; TDP1 block: 1%; DT40 TDP1 no CPT: -23%

How did COc1cccc(CN2CCN(Cc3nc(-c4cccc(F)c4F)oc3C)CC2=O)c1 do in these assays?
DT40 TDP1 CPT: -11%; TDP1 block: -2%; DT40 TDP1 no CPT: -30%

Results for COC(=O)c1ccc([C@H]2C=C(C(=O)O)O[C@@H](OCc3ccc(CO)cc3)C2)cc1 ?
DT40 TDP1 CPT: 9%; TDP1 block: 2%; DT40 TDP1 no CPT: 18%

How did CCCCCCCCC1CC(C(=O)Nc2ccccc2)C(=O)O1 (centres undefined) do in these assays?
DT40 TDP1 CPT: -1%; DT40 TDP1 no CPT: 0%

Results for O=C1CCC[C@@H]2[C@H]3CCC[N+]4([O-])CCC[C@@H](CN12)[C@@H]34 (some centres undefined) ?
DT40 TDP1 CPT: 11%; DT40 TDP1 no CPT: 3%

How did O=C(c1ccncc1)N1N=C(C2CC2)CC1(O)C(F)(F)F (centres undefined) do in these assays?
DT40 TDP1 CPT: 3.7µM*; DT40 TDP1 no CPT: 5.2µM*

Results for Cc1ccc(C)c(OCCCNC2CCCC2)c1C ?
DT40 TDP1 CPT: 23µM*; TDP1 block: -3%; DT40 TDP1 no CPT: 9.2µM*

How did COc1cccc2sc3ccc(NCCC4CCCN4C)cc3c(=O)c12 (centres undefined) do in these assays?
DT40 TDP1 CPT: inconclusive; DT40 TDP1 no CPT: inconclusive

What do the screens show for `CC1CCCN(C(=O)COc2ccc(-c3ccccc3)cc2)C1` (centres undefined)?
DT40 TDP1 CPT: inconclusive; TDP1 block: 0%; DT40 TDP1 no CPT: 15µM*

Results for O=C(NCCCc1ccccc1)c1ccc(-n2cncn2)c([N+](=O)[O-])c1 ?
DT40 TDP1 CPT: inconclusive; TDP1 block: 6%; DT40 TDP1 no CPT: inconclusive

6 records picked at random from those above, as already listed:
What do the screens show for `O=C(c1ccco1)N1N=C(c2ccco2)CC1c1ccc(Cl)cc1Cl` (centres undefined)?
DT40 TDP1 CPT: inconclusive; TDP1 block: -3%[56.1 µM]; DT40 TDP1 no CPT: inconclusive

Results for Cc1ccc(C)c(OCCCNC2CCCC2)c1C ?
DT40 TDP1 CPT: 23µM*; TDP1 block: -3%; DT40 TDP1 no CPT: 9.2µM*

What do the screens show for `Oc1ccc(-c2nc3ccccc3nc2-c2ccccc2)cc1`?
DT40 TDP1 CPT: inconclusive; TDP1 block: 2%; DT40 TDP1 no CPT: inconclusive

How did O=C(c1ccncc1)N1N=C(C2CC2)CC1(O)C(F)(F)F (centres undefined) do in these assays?
DT40 TDP1 CPT: 3.7µM*; DT40 TDP1 no CPT: 5.2µM*

What do the screens show for `CC1CCCN(C(=O)COc2ccc(-c3ccccc3)cc2)C1` (centres undefined)?
DT40 TDP1 CPT: inconclusive; TDP1 block: 0%; DT40 TDP1 no CPT: 15µM*

What do the screens show for `C=C(Cl)COC(=O)[C@H]1C2C=CC(C2)C1C(=O)O` (some centres undefined)?
DT40 TDP1 CPT: 1%; TDP1 block: -7%; DT40 TDP1 no CPT: -10%

Going on with the list.
How did COc1cc(NC(=O)CN(C)S(=O)(=O)c2ccc3nc(C)sc3c2)cc(OC)c1 do in these assays?
DT40 TDP1 CPT: 4%; TDP1 block: 5%; DT40 TDP1 no CPT: inconclusive

What do the screens show for `CCc1cc(CNC(=O)c2cc(COc3ccc(C)nc3)on2)on1`?
DT40 TDP1 CPT: inconclusive; TDP1 block: 3%; DT40 TDP1 no CPT: inconclusive

What do the screens show for `Cc1cc(Nc2ccccc2Cl)n2nnnc2n1`?
DT40 TDP1 CPT: -4%; TDP1 block: -2%; DT40 TDP1 no CPT: -7%

How did FC(F)(F)c1ccccc1-c1cc(NCc2cccs2)ncn1 do in these assays?
DT40 TDP1 CPT: inconclusive; DT40 TDP1 no CPT: inconclusive

How did COc1ccc(S(=O)(=O)N2CCC(C(=O)NCc3cccnc3)CC2)cc1OC do in these assays?
DT40 TDP1 CPT: 10%; TDP1 block: 4.5µM*; DT40 TDP1 no CPT: -8%

How did C=CCn1c(SCC(=O)NCc2cccs2)nnc1C1CCCCC1 do in these assays?
DT40 TDP1 CPT: inconclusive; TDP1 block: -2%; DT40 TDP1 no CPT: inconclusive

How did NC(=O)C1CCN(C(=O)CN2CCc3ccccc32)CC1 do in these assays?
DT40 TDP1 CPT: inconclusive; TDP1 block: 4%; DT40 TDP1 no CPT: 3%

How did O=C(CC1SC(N2CCCC2)=NC1=O)Nc1ccc(C(=O)NCc2ccc(F)cc2)cc1 (centres undefined) do in these assays?
DT40 TDP1 CPT: 31%[activator]; TDP1 block: 3%; DT40 TDP1 no CPT: -11%

How did O=C(CCc1nc2ccccc2s1)Nc1cccnc1 do in these assays?
DT40 TDP1 CPT: -25%; TDP1 block: 4%; DT40 TDP1 no CPT: -29%

Results for Cc1ccccc1-c1nc(NC(C)C)nc2cc(-c3ccccc3)sc12 ?
DT40 TDP1 CPT: 16µM*; DT40 TDP1 no CPT: 21µM*

Results for Cc1ccc(C2c3c(-c4cc(C)ccc4O)n[nH]c3C(=O)N2Cc2ccco2)cc1 (centres undefined) ?
DT40 TDP1 CPT: 23µM*; TDP1 block: 12%; DT40 TDP1 no CPT: inconclusive

How did CC[n+]1c(/C=C2\C=C(C)CC(C)(C)C2)sc2ccccc21 do in these assays?
DT40 TDP1 CPT: 0.65µM*; TDP1 block: 5%; DT40 TDP1 no CPT: 2.3µM*

How did CCOC(=O)C1=C(C)OC(N)=C(C#N)C1c1ccc(O)c(OC)c1 (centres undefined) do in these assays?
DT40 TDP1 CPT: -11%; TDP1 block: -5%; DT40 TDP1 no CPT: -25%

What do the screens show for `COc1ccc(C(=O)C2CCCN(Cc3cccn3-c3nccs3)C2)cc1OC` (centres undefined)?
DT40 TDP1 CPT: 18µM*; DT40 TDP1 no CPT: 13µM*

Results for COc1ccc2oc(C(=O)OCC(=O)NC3CCS(=O)(=O)C3)c(C)c2c1 (centres undefined) ?
DT40 TDP1 CPT: 6%; DT40 TDP1 no CPT: -17%

Results for COc1ccc2c(=O)cc(-c3ccccc3F)oc2c1 ?
DT40 TDP1 CPT: inconclusive; TDP1 block: 3%; DT40 TDP1 no CPT: 21µM*

Screens deposited in PubChem by National Center for Advancing Translational Sciences (NCATS).

Compounds were not picked by outcome; any-hit rate near 18%.
